Screens from PubChem BioAssay.
DT40 TDP1 CPT = growth inhibition of DT40 Tdp1-/-;hTDP1 cells with camptothecin (screen for TDP1 inhibitors). chicken DT40 Tdp1-/-;hTDP1 cells + 20 nM CPT, ATP luminescence, 48 h. 12% of 420,000 active. Potency, µM (titrated, usually from 46.2 µM), for inactives: top-dose activity change, negative = growth inhibition, most hits filed as inhibitors; further: nearly all actives have a fitted effect of over 55% in size
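Cell growth measured by CellTiter-Glo luminescence after a minimum 48 h, 37 C compound exposure with 20 nM CPT in Tdp1-knockout DT40 cells stably expressing hTDP1, seeded 400/well; qHTS titration format.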
FEN1 inhibitor = human FEN1 inhibition. P39748. Recombinant FEN1 flap cleavage, fluorescence, 15 min. Potency, µM (top dose mostly 114 µM), for inactives: at the top dose activity change, negative = inhibition, most hits filed as inhibitors. 0.35% of 390,000 active; further: nearly all actives have a fitted effect of over 65% in size
Target sequence (P39748 whole entry, looked up): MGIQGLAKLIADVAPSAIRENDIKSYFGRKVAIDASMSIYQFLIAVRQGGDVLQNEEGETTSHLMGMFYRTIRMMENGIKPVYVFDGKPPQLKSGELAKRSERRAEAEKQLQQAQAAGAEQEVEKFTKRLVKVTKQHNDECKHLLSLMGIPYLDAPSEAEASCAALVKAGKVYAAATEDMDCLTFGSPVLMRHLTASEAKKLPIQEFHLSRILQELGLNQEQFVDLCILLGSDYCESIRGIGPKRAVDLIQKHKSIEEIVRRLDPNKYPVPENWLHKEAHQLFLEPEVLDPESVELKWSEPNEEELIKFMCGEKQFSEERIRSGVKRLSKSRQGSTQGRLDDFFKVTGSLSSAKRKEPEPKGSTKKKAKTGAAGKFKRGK
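FEN1 at 10 nM, compound pretreatment for 15 min (room temperature), 50 nM final substrate to initiate; endpoint reads at 0 and 15 min; DMSO-only plates used as vehicle background.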
N370S GC = inhibits or activates N370S mutant glucocerebrosidase | 0.092% of 330,000 active | N370S GC spleen homogenate, 4MU-glucoside fluorescence | P04062 | Potency, µM (doses to about 59.4 µM), inactives show top-dose activity change, negative = inhibition, actives largely listed as inhibitors;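 further: 0% = full enzyme activity and -100% = no enzyme basal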
* marks the source's active call; other numbers are inactive results; u = inconclusive; x = no result given; & = joins results of further samples; [ ] = dose if it differs, or a comment. The call rests on the fitted dose curve; in most records, active means well fitted curve in the direction sought with a large enough effect; inconclusive means small, poorly fitted or top-dose-only effect, or another doubt; inactive means no such curve, though single readings can be large; an effect the other way counts as inactive or inconclusive. Unless noted, on the % scale 0 is the no-effect control and ±100 the full control effect; potency means the concentration at half of the fitted maximal effect. An excerpt; rates above refer to the full screens.

SMILES	DT40 TDP1 CPT	FEN1 inhibitor	N370S GC
CC(=O)Nc1cccc(NC(=O)Nc2ccc(C(C)=O)cc2)c1	-17.1%	10.7%	1.6%
Cc1ccc(C)c(N(C(=O)CNC(=O)c2ccco2)C(C(=O)NC2CCCCC2)c2ccncc2)c1 (configuration not stated)	3.7%	-9.5%	-3.8%
CCC(C)(C)NC(=O)C1CC(=O)N(CCc2ccc(F)cc2)C1 (configuration not stated)	5.2%	1.9%	-2.1%
ClC(=Nc1cccc2ccccc12)N(c1ccccc1)c1ccccc1	17.8µM*	-0.9%	x
CCOC(=O)c1c(CN(C)C)n(-c2ccc(C)cc2)c2cc(Br)c(O)cc12	u	-21.7%	-9.1%
O=C1c2cccnc2C(=O)N1Cc1ccc(S(=O)(=O)N2CCOc3ccc(Cl)cc32)cc1	-10.0%	6.8%	-13.0%
Cc1ccc(NC2CCCN(C(=O)c3ccoc3C)C2)cc1C (configuration not stated)	-3.2%	-1.8%	-0.4%
Cc1ccc(CC(=O)Nc2ncc([N+](=O)[O-])s2)cc1	u	-4.6%	6.9%
C/C(CC(=O)Nc1cc(C)ccn1)=N\NC(=O)c1ccccc1C	2.5%	1.6%	9.6%
C=CCN(CC=C)C(=S)NC(=O)c1ccc(-c2ccccc2)cc1	5.8µM*	-24.2%	-13.2%
CCCn1c(C(C)Nc2nc(-c3ccc(C)cc3)cs2)nc2cc(Cl)c(N3CCCCC3)cc21 (configuration not stated)	-17.2%	-22.5%	3.5%
CC1CN(C(=O)COC(=O)c2ccc(N(C)C)cc2)CC(C)O1 (configuration not stated)	3.4%	4.2%	11.3%
CCOc1ccc(NC(=O)CSc2nc(-c3ccc(F)cc3)cc(C(F)(F)F)c2C#N)cc1	4.5%	3.8%	x
Cc1nc2nc[nH]n2c(=O)c1NS(=O)(=O)c1ccc([N+](=O)[O-])cc1	-3.1%	16.9%	-3.3%
O=C(Nc1ccccc1N1CCOCC1)c1ccc(S(=O)(=O)NCc2ccco2)cc1	4.3%	-0.1%	13.7%
CC(CNC(=O)CCS(=O)(=O)c1ccc2c(c1)oc(=O)n2C)c1ccccc1 (configuration not stated)	-11.6%&-21.9%	-4.7%&-0.1%	-17.2%
Cc1ccc(-c2nc(-c3cccnc3)sc2CC(=O)O)cc1	-13.0%	-10.4%	-2.1%
Cc1cc(C)nc(N2CCCC(C(=O)Nc3nc4ccc(S(C)(=O)=O)cc4s3)C2)n1 (configuration not stated)	u	-16.0%	-3.0%
O=C(c1cccc2c1-c1ccccc1/C2=N/O)N1CCCCC1	-28.2%	2.5%	-20.3%
Fc1ccc(NC(=S)Nc2cccc(Cl)c2)cc1	u	-15.6%	2.9%
Cc1c(-c2ccccc2)[n+](=O)c2c(n1[O-])CCCC2	13.8%	2.0%	3.0%
N#CC(C#N)=NNc1ccc(S(=O)(=O)N2CCCCC2)cc1	u	-5.2%	-5.1%
CC(=O)Nc1ccc(S(=O)(=O)Nc2nc3ccc(C)cc3s2)cc1	2.2%	-11.7%	-8.3%
O=C1OC[C@H](Cc2ccc3c(c2)OCO3)/C1=C\c1ccc2c(c1)OCO2	5.8µM*	6.0%	-5.8%
CCO[C@H]1c2c(ccc3ccc(=O)oc23)OC(C)(C)[C@@H]1O	-17.0%	-8.9%	x
Next compounds:
SMILES	DT40 TDP1 CPT	FEN1 inhibitor	N370S GC
COc1ccccc1CNS(=O)(=O)c1ccc2[nH]cc(C(=O)O)c(=O)c2c1	-6.8%	13.7%	21.6%
COC(=O)C(NC(=O)Nc1ccccc1OC)C(C)C (configuration not stated)	-11.1%	-2.8%	4.5%
COc1ccccc1/C=N/NC(=O)c1[nH]c(C)c(C(=O)N/N=C/c2ccccc2OC)c1C	11.8%	-0.8%	-2.0%
CC(O)[C@H](NC(=O)C1(c2ccccc2)CCN(C(=O)OC(C)(C)C)CC1)C(=O)O (some centres not stated)	1.5%	0.3%	-20.3%
CC1CCCCN1CCNc1nc(=S)[nH]c2ccccc12 (configuration not stated)	-1.1%	-16.4%	6.4%
CC1CCC(C(=O)NC(C(=O)N2CCC(N3CCCCC3)CC2)C(C)C)CC1 (configuration not stated)	-9.7%	-5.0%	-11.4%
Cc1cc(NCCc2ccc(Cl)cc2)n2ncnc2n1	-4.7%	-14.9%	-0.6%
CCOc1ccc2nc(SCC(=O)N3CCCc4ccccc43)sc2c1	u	u	8.3%
CCCc1ccc(-c2ccc(F)c(N)c2)nc1	-10.6%	-19.5%	-6.3%
CC(=O)Nc1ccc(NC(=O)Oc2ccccc2)cc1	-22.2%	-1.1%	4.2%
Cn1c(=O)c2c(ncn2CC(=O)Nc2ccc3c(c2)OCO3)n(C)c1=O	-13.1%	-3.9%	x
O=C(CN1C(=O)c2cccnc2Oc2ccc(Cl)cc21)NCCCc1ccccc1	23.1µM*	-8.8%	0.0%
COc1cccc(C(=O)NCc2ccco2)c1OC	2.0%	2.3%	1.6%
CCOc1ccccc1NC(=O)CSc1nc(-c2cccs2)cc(C(F)(F)F)n1	-4.8%	12.0%	x
Oc1ccccc1-c1n[nH]c(-c2ccccc2O)n1	3.66µM*	36.0%[activator]	x
O=C(Nc1ccccc1)N1CC[C@@]2(CCCN(C(=O)c3csnn3)C2)C1	9.8%	x	5.6%
OCc1nn2c(c1Br)NC(c1ccccc1)CC2C(F)(F)F (configuration not stated)	u	18.8%	3.1%
CNC(=O)c1cccnc1Nc1cccc(C(F)(F)F)c1	-26.3%	-1.6%	-3.2%
O=C(Cc1cccs1)Nc1nc2c(s1)CCCC2	u	-10.0%	-23.4%
Cc1nc2ccccc2nc(C)c1=NOCc1ccc(C#N)cc1	-20.2%	-1.1%	19.1%
COc1cc(/C=N/n2nnnc2N)ccc1OCC#N	8.1%	16.8%	-12.7%
N#CCCN(C(=O)COC(=O)C1=COCCO1)c1ccc(F)cc1	-3.8%	0.6%	-1.9%
COC(=O)c1sccc1NC(=O)CSc1ccccc1NS(=O)(=O)c1ccc(Br)cc1	-0.5%	-3.1%	18.8%
COc1ccc(C)cc1S(=O)(=O)N(CC(=O)O)c1ccccc1	-16.0%	-0.7%	5.3%
CC12CCC(C(=O)NCCc3ccccc3)(OC1=O)C2(C)C (configuration not stated)	1.8%	9.6%	6.4%

An excerpt of these results, as a markdown table:
| Molecule | DT40 TDP1 CPT | FEN1 inhibitor | N370S GC |
| --- | --- | --- | --- |
| Oc1ccccc1-c1n[nH]c(-c2ccccc2O)n1 | 3.66µM* | 36.0%[activator] | x |
| CC12CCC(C(=O)NCCc3ccccc3)(OC1=O)C2(C)C (configuration not stated) | 1.8% | 9.6% | 6.4% |
| O=C(Nc1ccccc1N1CCOCC1)c1ccc(S(=O)(=O)NCc2ccco2)cc1 | 4.3% | -0.1% | 13.7% |

Part of the list above, field by field:
COc1ccccc1/C=N/NC(=O)c1[nH]c(C)c(C(=O)N/N=C/c2ccccc2OC)c1C
  DT40 TDP1 CPT = 11.8%
  FEN1 inhibitor = -0.8%
  N370S GC = -2.0%
CC(O)[C@H](NC(=O)C1(c2ccccc2)CCN(C(=O)OC(C)(C)C)CC1)C(=O)O (some centres not stated)
  DT40 TDP1 CPT = 1.5%
  FEN1 inhibitor = 0.3%
  N370S GC = -20.3%
CC1CCCCN1CCNc1nc(=S)[nH]c2ccccc12 (configuration not stated)
  DT40 TDP1 CPT = -1.1%
  FEN1 inhibitor = -16.4%
  N370S GC = 6.4%
CC1CCC(C(=O)NC(C(=O)N2CCC(N3CCCCC3)CC2)C(C)C)CC1 (configuration not stated)
  DT40 TDP1 CPT = -9.7%
  FEN1 inhibitor = -5.0%
  N370S GC = -11.4%

Following part.
SMILES	DT40 TDP1 CPT	FEN1 inhibitor	N370S GC
Cc1occc1C(=O)Nc1ccc([N+](=O)[O-])cc1Br	1.3µM*	7.4%	-16.5%
COc1ccc(CCNC(=O)CSc2nn(-c3ccccc3)c(=S)s2)cc1OC	u	-11.6%	2.9%
CCOP(=O)(c1ccccc1)C1(O)CCCCC1 (configuration not stated)	8.4%	2.2%	-8.4%
CCNC(=O)C1CCCN1S(=O)(=O)c1ccc(C)cc1 (configuration not stated)	1.8%	7.5%	1.0%
Cc1cc(Br)c(S(=O)(=O)NCCN2CCOCC2)cc1C	-6.9%	-0.5%	-11.7%
Cc1ccccc1C(C(=O)NCc1ccccc1)N(Cc1ccco1)C(=O)c1ccccn1 (configuration not stated)	u	-10.2%	9.4%
C[C@@H]1CN([C@H](C)CO)C(=O)Cc2cc(NC(=O)CCC(F)(F)F)ccc2O[C@@H]1CN(C)C(=O)NC1CCCCC1	-0.3%	24.0%	x
Cc1cccc(N2CCN(C(=O)CCCn3c(=O)[nH]c4ccsc4c3=O)CC2C)c1 (configuration not stated)	-13.9%	13.2%	-4.9%
CCN(CC)CCNC(=O)c1ccc(NC(=O)C2CCN(S(=O)(=O)c3ccc4c(c3)OCCO4)CC2)cc1	10.6%	-6.9%	-9.7%
Cc1ccc(S(=O)(=O)Cn2nnnc2C(C(C)C)N2CCN(c3nc4ccccc4s3)CC2)cc1 (configuration not stated)	-26.9%	-8.7%	6.8%
O/N=C1\CCCc2ccccc21	17.0%	-2.4%	7.0%
O=C(CC(c1ccccc1)c1cc(Br)ccc1O)N1CCCCC1 (configuration not stated)	u	-23.9%	13.8%
O=C(CN1C(=O)C2C3CC(C(Br)C3Br)C2C1=O)N1CCN(Cc2ccccc2)CC1 (configuration not stated)	15.1%	1.4%	-7.3%
CCOC(=O)C1(C)C=C(Nc2ccc(NC(C)=O)cc2)C(=O)N1c1ccc(NC(C)=O)cc1 (configuration not stated)	6.1%	5.7%	2.6%
COc1ccc(/C=C2\SC(=S)N(CCCC(=O)N3CCOCC3)C2=O)cc1OC	2.4%	8.0%	0.0%
COc1ccc(Cn2c(=O)[nH]c3cc(C(=O)Nc4ccc(N5CCN(C)CC5)cc4)ccc32)cc1	u	u	11.9%
CCc1cc(-c2[nH]ncc2-c2ccc([N+](=O)[O-])cc2)c(O)cc1OC	u	-26.2%	u
O=C(CSc1ncn[nH]1)Nc1ccc(Br)cc1Br	-2.9%	0.5%	x
CCN(Cc1cc(=O)oc2cc(C)ccc12)c1ccccc1	u	-19.3%	27.1%
O=C(CN1c2ccccc2Sc2ccccc21)NNC(=O)Nc1ccc(Cl)cc1	u	-5.1%	-7.9%
CN(C)CCN(C(=O)C1CCCCC1)c1nc2cc3c(cc2s1)OCO3	u	0.0%	-5.7%
CCOc1ccc(NC(=O)CN(C)C(=O)c2c(C)nn(-c3ccccc3)c2Cl)cc1OCC	5.4%	2.7%	-3.4%
Cc1c(C(Nc2ccccn2)c2ccccc2)c(=O)n(-c2ccccc2)n1C (configuration not stated)	14.9%	-10.5%	1.6%
Cc1cc(C(=O)COC(=O)Cc2ccc(Cl)cc2)c(C)n1C	-10.3%	-3.9%	x
CSc1nc(C)cc(Oc2ccc(=O)n(C)n2)n1	-6.2%	2.0%	5.7%
Additional records follow:
SMILES	DT40 TDP1 CPT	FEN1 inhibitor	N370S GC
Cc1cc(C(=O)Nc2ccc(C#N)cc2)on1	1.0%	2.4%	-1.4%
COc1ccc(C(=O)N2CCN(c3ccccc3OC)CC2)cc1	-0.6%	18.2%	7.8%
COc1cccc(-c2ccc(SCC(=O)NC3CCCC3)nn2)c1	-10.5%	1.8%	-1.8%
COc1ccc(Br)cc1CNCC1CCCO1 (configuration not stated)	1.5%	18.4%	-5.5%
Cc1cc(NC(=NC2CC2)c2ccccc2)n(-c2ccccc2)n1	-2.8%	-2.5%	-9.7%
OC(COCC(F)(F)C(F)(F)C(F)(F)C(F)F)Cn1c2ccc(Cl)cc2c2cc(Cl)ccc21 (configuration not stated)	3.66µM*	-11.8%	14.8%
O=C(CSc1nc2c([nH]c3ccccc32)c(=O)n1-c1ccccc1F)Nc1ccccc1C(F)(F)F	16.4µM*	-14.7%	x
CCOc1ccc(C(=S)N2CCN(C)CC2)cc1	5.9%	9.2%	-5.7%
O=C(CN1CCN(CC(=O)Nc2ccccc2F)CC1)Nc1cccc(F)c1	-21.9%	3.0%	3.8%
COc1cccc(N2CCN(C(=O)c3cccc(-n4c(C)nc5cccnc54)c3)CC2)c1	11.6µM*	2.9%	x
O=C(CN1C(=O)COc2ccc(S(=O)(=O)N3CCCC3)cc21)N1CCN(c2ccccc2)CC1	-23.3%	1.3%	x
COc1ccc(CCNC(=O)CCn2c(=O)c3ccccc3n(CC(=O)Nc3ccccc3F)c2=O)cc1OC	-11.1%	19.2%	x
CC(C)(C)NC(=O)C(c1ccco1)N(C(=O)c1ccc(CN2CCOCC2)o1)c1ccccc1 (configuration not stated)	4.7%	9.2%	-7.3%
CCCCOc1ccccc1C(=O)Nc1nonc1-c1ccccc1	u	-0.7%	x
CCO[C@@H]1OC(C(=O)N2CCN(Cc3ccccc3)CC2)=C[C@H](c2ccc(C(F)(F)F)cc2)[C@H]1CCCO	u	-5.8%	-13.1%
CCCCCn1c2c(c(=N)c3ccccc31)CCC2	1.84µM*	-13.2%	1.2%
